From PubChem BioAssay
PTHR1 agonist – activates the human parathyroid hormone receptor PTHR1 | Q03431 | HEK293 GP2 PTHR1 cells, GloSensor cAMP luminescence, 1 h | Potency, µM (titrated, usually from 115 µM), for the others: at the highest dose activation, most hits filed as activators | actives 0.075% (n = 410,000) | AID 743266; note: potency is the fitted concentration of half-maximal effect; nearly all actives have a fitted effect of over 55% in size; some results filed as inactive show a strong effect at the top dose; inactives centre near -15; many of its hits are not listed in these tables
Target sequence (Q03431 whole entry, looked up): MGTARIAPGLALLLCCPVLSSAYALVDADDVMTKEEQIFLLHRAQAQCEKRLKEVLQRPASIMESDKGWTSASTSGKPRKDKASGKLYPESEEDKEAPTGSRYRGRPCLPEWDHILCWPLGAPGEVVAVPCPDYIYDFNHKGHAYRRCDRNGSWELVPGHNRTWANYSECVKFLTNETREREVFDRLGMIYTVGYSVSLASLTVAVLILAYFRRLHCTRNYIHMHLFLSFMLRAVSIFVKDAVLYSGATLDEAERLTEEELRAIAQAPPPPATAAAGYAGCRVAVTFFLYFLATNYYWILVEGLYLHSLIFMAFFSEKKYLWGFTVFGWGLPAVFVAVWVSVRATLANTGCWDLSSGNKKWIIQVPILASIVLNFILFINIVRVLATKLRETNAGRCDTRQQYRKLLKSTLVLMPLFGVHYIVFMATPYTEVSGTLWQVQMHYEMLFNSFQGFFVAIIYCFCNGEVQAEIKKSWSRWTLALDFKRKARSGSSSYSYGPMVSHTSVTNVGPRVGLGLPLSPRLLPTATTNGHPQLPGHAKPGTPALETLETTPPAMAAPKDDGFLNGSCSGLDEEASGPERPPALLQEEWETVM
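HEK-293-derived GP2 cells expressing PTHR1 and a GloSensor cAMP reporter, 3,000/well, plated overnight, given luciferin plus IBMX (each 0.5 mM as added) for 1 h at 37 °C, then compound for 1 h at 37 °C. Luminescence was read after 15 min at room temperature.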
DRD3 antagonist – antagonists of human D3 dopamine receptor | P35462 | D3R cells, DiscoveRx beta-arrestin luminescence, antagonist mode; stronger effect = lower value | max response, negative = inhibition, % | actives 2.5% (n = 360,000) | AID 652054; in the data active = max response below about -50%; inconclusive = no clear call, values can overlap the other calls; note: % is set by controls: 0 for no effect and ±100 for the full control effect; mostly tested at two doses, the higher about 12 µM
Target sequence (P35462 whole entry, looked up): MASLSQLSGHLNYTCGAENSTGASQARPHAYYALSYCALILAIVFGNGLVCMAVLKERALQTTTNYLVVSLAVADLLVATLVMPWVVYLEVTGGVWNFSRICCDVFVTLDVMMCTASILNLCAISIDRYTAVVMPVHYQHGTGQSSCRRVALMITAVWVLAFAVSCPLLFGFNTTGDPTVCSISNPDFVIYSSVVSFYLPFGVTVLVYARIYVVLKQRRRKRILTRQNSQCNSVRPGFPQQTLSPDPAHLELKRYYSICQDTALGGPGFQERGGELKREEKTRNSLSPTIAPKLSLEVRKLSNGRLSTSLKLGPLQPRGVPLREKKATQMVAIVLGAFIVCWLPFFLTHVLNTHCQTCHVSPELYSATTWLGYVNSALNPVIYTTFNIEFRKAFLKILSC
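Cells plated overnight at 1500 cells/well, then exposed to library compounds with dopamine controls for 90 minutes at 37 degrees C. DiscoveRx reagent added for 30–60 minutes at room temperature; luminescence read, quantitative HTS format.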
Abeta yeast res – A-beta toxicity reversal in yeast | actives 0.063% (n = 410,000) | yeast expressing A-beta42, growth rescue, OD600, 48 h; response scale: 0% DMSO, 100% iron-clioquinol control | Potency, µM (doses to about 46.1 µM), for inactives: at the highest dose growth rescue, most hits filed as activators; note: potency is the fitted concentration of half-maximal effect; nearly all actives have a fitted effect of over 55% in size
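Yeast growth medium received pinned compounds, then yeast cells expressing toxic A-beta were added; plates incubated at 30 C for 48 hr. Growth read as absorbance at 600 nm, normalized to DMSO and equimolar FeCl3 plus clioquinol controls.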
pAkt inh – inhibitors of Akt phosphorylation; Neuro2A IGF-stimulated pAkt S473 HTRF, 20 min; stronger effect = lower value; activity change, % for hits at 50 µM; actives 0.32% (n = 360,000); AID 651550; in the data active = activity change below about -80%; inconclusive = mostly about -51% to -80%; note: % is set by controls: 0 for no effect and ±100 for the full control effect
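Neuro2A cells in DMEM with 0.5% FBS, overnight at 37 deg C, given compound at single 50 µM final, then IGF (6 nM final) for 20 min at 37 deg C. Lysed; phospho-Akt Ser473 by HTRF after 24 h, 665/615 ratio.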
FUS yeast rescue – suppressors of FUS proteinopathy in yeast; AID 1347120; Potency, µM (doses to about 76.6 µM), without a hit: at the highest dose growth rescue (activation), usual class: activators; S. cerevisiae FUS-expressing, growth rescue, OD600, 24 h; actives 0.24% (n = 390,000);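 note: potency is the fitted concentration of half-maximal effect; plate controls were DMSO vehicle for no effect and reference control for full effect; nearly all actives have a fitted effect of over 55% in size; some results filed as inactive show a strong effect at the top dose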
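Restored growth of FUS-toxic S. cerevisiae, read as 600 nm absorbance after 24 h at 30C in galactose medium (starting OD 0.005). Controls CP55940 and DMSO.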
aSyn yeast inh – inhibitors of alpha-synuclein toxicity in yeast. Potency, µM (highest dose often 46.1 µM), for inactives: at the top dose growth rescue (activation), most hits filed as activators. Yeast expressing alpha-synuclein, growth rescue, BacTiter-Glo, 24 h. actives 0.14% (n = 370,000). AID 652106; note: potency is the fitted concentration of half-maximal effect; % of control where 0% means no effect; nearly all actives have a fitted effect of over 65% in size
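Galactose-induced alpha-syn yeast (OD600=0.02, raffinose-pregrown) + pinned cpd, 24 hr, 30 deg C; growth by BacTiter-Glo luminescence. Growth restoration scores as activation.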
GLP-1R agonist – GLP-1 receptor (human) agonism | actives 0.007% (n = 380,000) | P43220 | Potency, µM (titrated, usually from 45.6 µM), for inactives: at the top dose activation, most hits filed as activators | HEK293 GLP-1R CRE-luciferase, luminescence, 4-6 h; cells express a hypersensitive GLP-1R form | AID 624172; note: potency is the fitted concentration of half-maximal effect; % of control where 0% means no effect
GLP-1R inv ag – acts as inverse agonist at human GLP-1 receptor; HEK293 GLP-1R CRE-luciferase, luminescence, 24 h; GLP-1R form is constitutively active; AID 624417; Potency, µM (titrated, usually from 38.3 µM), inactives show at the top dose activity change, negative = inhibition, most hits filed as inhibitors; actives 1.6% (n = 410,000); note: potency is the fitted concentration of half-maximal effect; % is set by controls: 0 for no effect and ±100 for the full control effect; nearly all actives have a fitted effect of over 55% in size
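Assay principle: reduced luminescence from a cAMP-responsive reporter in HEK293 cells co-expressing a constitutively active GLP-1R. Conditions: 24 hr compound incubation, 37 deg C, 5% CO2.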
TDP-43 yeast inh – inhibitors of TDP-43 toxicity in yeast; AID 652104; actives 1.8% (n = 410,000); Potency, µM (top dose mostly 46.1 µM), for inactives: top-dose growth rescue (activation), most hits filed as activators; TDP-43 expressing yeast growth rescue, BacTiter-Glo, 24 h; note: potency is the fitted concentration of half-maximal effect; % of control where 0% means no effect; nearly all actives have a fitted effect of over 50% in size
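Galactose-induced TDP-43 yeast, OD600=0.02, compound pinned; 24 hr, 30 deg C; BacTiter-Glo luminescence for growth. Inhibitors of TDP-43 toxicity read as activators.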
Starred values were filed as active, the others as inactive; i = inactive; ? = inconclusive; · = no result given; [ ] = another dose, or the depositor's remark. Unless noted, calls come from the whole dose curve; as a rule, active = well fitted curve in the direction sought with a large enough effect; inconclusive = small, poorly fitted or top-dose-only effect, or another doubt; inactive = no such curve, though single readings can be large; an effect the other way counts as inactive or inconclusive. A portion of the library (hit frequency here may not be typical).

compound,PTHR1 agonist,DRD3 antagonist,Abeta yeast res,pAkt inh,FUS yeast rescue,aSyn yeast inh,GLP-1R agonist,GLP-1R inv ag,TDP-43 yeast inh
COc1ccc(-c2cc(C(=O)Nc3cc(S(N)(=O)=O)ccc3C)c3ccccc3n2)cc1OC,-26%,1,2%,i,?,2%,27%,35%[activator],8%
CCCN1CCC(=O)N([C@H](CSc2ccc(Br)cc2)Cc2ccccc2)CC1,i,-5,27%,i,-8%,0%,17%,-4%,7%
O=C(CSc1nnc(CNC(=O)c2ccc(F)cc2)o1)Nc1ccc2c(c1)OCO2,i,16,0%,i,15%,-3%,5%,14%,-1%
CCNC(=O)c1cc(S(=O)(=O)N(C)C)c(Cl)cc1Cl,i,0,-4%,i,-10%,3%,5%,-5%,-7%
CC(C)NC(=S)N1CCCN(c2ncccc2[N+](=O)[O-])CC1,i,9,-7%,i,-21%,5%,11%,-11%,?
COc1ccc(C(O)(c2ccccc2OC)C(CN2CCOCC2)c2ccccc2)cc1 (stereo unspecified),-28%,-8,-8%,i,14%,-5%,1%,10µM*,-15%
CC1=NN(C)C(=O)C1Cc1c(F)cccc1Cl (stereo unspecified),-8%,1,-6%,i,5%,-6%,1%,-9%,-3%
C[C@@H]1CN([C@@H](C)CO)C(=O)CCCn2nncc2CO[C@@H]1CN(C)C(=O)c1ccncc1,-9%,-20,0%,i,-16%,1%,-2%,13%,-8%
CCOc1cc(Cl)c(NC(=O)c2ccco2)cc1OCC,i,24,-16%,i,5%,-4%,7%,9%,0%
Fc1ccc(CSc2ncnc3nc[nH]c23)cc1,-59%[inhibitor],17,7%,i,-10%,-13%,-1%,1%,?
COc1ccc(Nc2oc(COc3ccccc3F)nc2C#N)cc1,-19%,-4,0%,i,31%,6%,12%,-5%,9%
COc1ccc(NC(=S)N(CCCN2CCCC2)Cc2ccco2)cc1,i,-7,-9%,i,7%,-2%,4%,10%,12%
CN(C)S(=O)(=O)c1cccc(NC(=O)COC(=O)CCSc2ccc(Cl)cc2)c1,i,-5,5%,i,31%,1%,4%,-1%,-2%
COc1ccc(C2=C(C)C(=O)N(Cc3ccc(C(=O)Nc4ccc(F)cc4C)cc3)S2(=O)=O)cc1,-51%[inhibitor],·,12%,·,11%,·,·,?,0%
CCc1nnc(NC(=O)CSc2nc3c(c(=O)n2C)SC(C)C3)s1 (stereo unspecified),i,26,4%,i,6%,-6%,-1%,7%,25%

Quoted from above for reference:
compound,PTHR1 agonist,DRD3 antagonist,Abeta yeast res,pAkt inh,FUS yeast rescue,aSyn yeast inh,GLP-1R agonist,GLP-1R inv ag,TDP-43 yeast inh
COc1ccc(-c2cc(C(=O)Nc3cc(S(N)(=O)=O)ccc3C)c3ccccc3n2)cc1OC,-26%,1,2%,i,?,2%,27%,35%[activator],8%
CCCN1CCC(=O)N([C@H](CSc2ccc(Br)cc2)Cc2ccccc2)CC1,i,-5,27%,i,-8%,0%,17%,-4%,7%
O=C(CSc1nnc(CNC(=O)c2ccc(F)cc2)o1)Nc1ccc2c(c1)OCO2,i,16,0%,i,15%,-3%,5%,14%,-1%
CCNC(=O)c1cc(S(=O)(=O)N(C)C)c(Cl)cc1Cl,i,0,-4%,i,-10%,3%,5%,-5%,-7%
CC(C)NC(=S)N1CCCN(c2ncccc2[N+](=O)[O-])CC1,i,9,-7%,i,-21%,5%,11%,-11%,?
COc1ccc(C(O)(c2ccccc2OC)C(CN2CCOCC2)c2ccccc2)cc1 (stereo unspecified),-28%,-8,-8%,i,14%,-5%,1%,10µM*,-15%
CC1=NN(C)C(=O)C1Cc1c(F)cccc1Cl (stereo unspecified),-8%,1,-6%,i,5%,-6%,1%,-9%,-3%
C[C@@H]1CN([C@@H](C)CO)C(=O)CCCn2nncc2CO[C@@H]1CN(C)C(=O)c1ccncc1,-9%,-20,0%,i,-16%,1%,-2%,13%,-8%

More results:
compound,PTHR1 agonist,DRD3 antagonist,Abeta yeast res,pAkt inh,FUS yeast rescue,aSyn yeast inh,GLP-1R agonist,GLP-1R inv ag,TDP-43 yeast inh
CCCCCCC[C@@H](C/C=C/CCC(=O)N(C)C/C(=C/Cl)C/C(=C\C(=O)N1CC(OC)=CC1=O)OC)OC,-51%[inhibitor],0,3%,i,?,-4%,-3%,-27%,-4%
Cc1sc2nc(CN(CCc3ccccc3)C(=O)c3ccco3)[nH]c(=O)c2c1C,i,1,-3%,i,?,-4%,5%,18%,-4%
O=C(NCC(=O)N(Cc1ccccc1)C(C(=O)NC1CCCC1)c1ccncc1)c1ccco1 (stereo unspecified),i,4,-12%,i,6%,-7%,-5%,2%,-18%
O=C(CCc1ccccc1)NCc1ccc2c(c1)OCO2,i,-7,2%,i,9%,0%,7%,8%,16%
CCCCOC(=O)C1=C(C)NC(=O)NC1c1cccc([N+](=O)[O-])c1 (stereo unspecified),-49%[inhibitor],25,3%,i,-1%,0%,9%,1%,20%
CNC(=S)NNC(=O)c1oc2nc(-c3ccccc3)cc(-c3ccco3)c2c1N,-21%,-21,3%,i,26%,-4%,6%,-7%,10%
CC(=O)Nc1ccc(NC(=O)COC(=O)c2cc(S(=O)(=O)N(C)C)ccc2N2CCCC2)cc1,-7%,-8,-8%,i,22%,-6%,6%,13%,2%
CCOC(=O)NC1(NCC(C)C)Oc2ccccc2O1,-12%[57.5 µM],-13,22%,i,-4%,7%,14%,3%,4%
COC(=O)C1CCCCN1C(=O)c1ccc2oc(Cc3ccccc3)nc2c1 (stereo unspecified),-72%,-9,3%,i,·,5%,4%,?,?
Cc1c(Cl)ccc(S(=O)(=O)NCCN2CCOCC2)c1Cl,i,3,10%,i,5%,8%,-2%,-10%,5%
O=C1CCCN1CC(O)CS(=O)(=O)Cc1ccccc1Cl (stereo unspecified),i,-22,-6%,i,-4%,5%,9%,1%,2%
O=C(CSc1ccc(-c2cccnc2)nn1)Nc1ccccc1F,-7%,-4,12%,i,25%,8%,-1%,14%,22%
c1ccc(-c2cn(CC3CCCCC3)nn2)cc1,i,-18,5%,i,-33%,-10%,8%,-11%,?
COc1cccc2c1OCC([C@@H]1C[C@H]3CN(Cc4cccc(Cl)c4)C(=O)[C@]34CCCN14)=C2,-14%,7,12%,i,16%,1%,48%,?,-4%[0.397 µM]
COc1cc(/C=C2\SC(N)=NC2=O)ccc1OCC(=O)Nc1ccc(C)cc1,i,0,2%,i,·,5%,12%,8%,18%
CC(C)CC(=O)Nc1ccc([N+](=O)[O-])cc1Cl,1%,0,-5%,i,-6%,-1%,1%,8%,29%
CCC(=O)Nc1nc2ccccc2n1Cc1ccccc1C,-43%[inhibitor][57.5 µM],5,?,i,-8%,23%,9%,-25%,?
CSCCC(NC(=O)COc1ccccc1)C(=O)Nc1ccc(C)cc1 (stereo unspecified),i,-20,-13%,i,9%,8%,8%,?,0%
COc1ccc(/C=C/c2ccc(=O)n(Cc3ccccc3)n2)cc1,-30%,5,4%,i,0%,5%,23%,?,-10%
COc1ccc(-c2csc(NC(=O)CSCC(=O)Nc3cc(C)on3)n2)cc1,-28%,12,4%,i,·,5%,-7%,-1%,35%
NCCCC[C@H](N)c1nnc([C@H](CC(=O)O)NC(=O)C2CCNCC2)o1,-13%,-23,-13%,i,-20%,2%,-5%,7%,2%
C[C@@]12C(=O)N(CC3CCCO3)CC(=O)N1[C@@H]1c3ccccc3OC[C@@H]1[C@@H]2c1ccccc1 (stereo partly specified),-21%,-1,4%,i,-3%,2%,10%,15%,8%
O=C(CN(Cc1ccccc1)S(=O)(=O)c1ccc2c(c1)OCCO2)N/N=C/c1cccc(Br)c1,i,-2,2%,i,·,1%,-4%,?,2%
O=S(=O)(NC(=NC1CCCC1)C(F)(F)F)c1ccccc1,-14%,-8,2%,i,15%,-2%,-2%,-1%,-9%
N#C/C(=C/c1ccc(Br)o1)C(N)=O,i,0,-12%,i,-16%,-2%,-14%,-1%,10%
CN(C)c1ccc2c(c1)C(=NO)c1ccccc1-2,-90%[inhibitor],-11,-75%[inhibitor],i,·,-5%,8%,?,1%
CCCN=C1N(CC)C[C@@H]2[C@@H]3C(=O)N(C)C(=O)[C@@H]3[C@](CC)(C(=O)OC)N12,-17%,1,-4%,i,-30%,1%,13%,11%,12%
Cc1cccc(C)c1NC(=S)NC(=O)c1ccccc1F,-6%,15,26%,i,·,7%,1%,-8%,16%
Cc1cc(C)n(CCN(C)c2nc3nonc3nc2NC2CC2)n1,-41%[inhibitor],-3,1%,i,-24%,2%,-6%,11%,9%
